Screening data (PubChem)
ATXN2 expr inh – inhibitors of ATXN2 expression | Potency, µM (series often up to 57 µM), for the others: at the highest dose activity change, negative = inhibition, hits mostly inhibitors | 0.72% of 360,000 active | HEK-293 ATXN2-luciferase reporter, luminescence, 24 h; further: potency means the concentration at half of the fitted maximal effect; on the % scale 0 is the no-effect control and ±100 the full control effect; nearly all actives have a fitted effect of over 55% in size
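qHTS (up to 57 uM final) was run with 24 h compound exposure of reporter cells at 37 °C. Each well was multiplexed: SteadyGlo luminescence measured ATXN2-luciferase expression after a fluorogenic Gly-Phe-AFC viability readout (25 uM final).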
A549 viability – A549 cytotoxicity, counter-screen for Nrf2 inhibitors; A549 ARE-Fluc cells, CellTiter-Fluor viability, 18-24 h; Potency, µM (doses to about 46 µM), inactives show top-dose activity change, negative = cytotoxicity, actives largely listed as inhibitors; 0.16% of 390,000 active; further: potency means the concentration at half of the fitted maximal effect; on the % scale 0 is the no-effect control and ±100 the full control effect
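Cytotoxicity counterscreen: CellTiter-Fluor fluorescence was measured in A549 ARE_Fluc cells after 18-24 h of compound exposure in a concentration series. The subsequent BugLite luminescent read reports ARE-luciferase activity.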
Nrf2 ARE act – activates Nrf2 signaling. AREc32 ARE-luciferase reporter (MCF7-derived line), luminescence, 24 h. Potency, µM (doses to about 46.1 µM), without a hit: at the top dose activation, hits mostly activators. 0.31% of 410,000 active; further: potency means the concentration at half of the fitted maximal effect; % of control where 0% means no effect; nearly all actives have a fitted effect of over 65% in size
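Each well held 1000 AREc32 cells, which were incubated with compound for 24 hr at 37 deg C after overnight attachment, and ARE reporter activity was quantified by firefly luciferase luminescence.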
TGFb inhibitor – blocks TGF-b signaling; HepG2 CAGA-GFP TGF-b/SMAD3 reporter, GFP fluorescence, 18 h; TGF-beta stimulated, 500 pg/mL final; Potency, µM (series often up to 46.1 µM), for inactives: top-dose activity, negative = inhibition, most hits filed as inhibitors; 1.2% of 410,000 active; further: potency means the concentration at half of the fitted maximal effect; on the % scale 0 is the no-effect control and ±100 the full control effect; nearly all actives have a fitted effect of over 65% in size
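GFP signal (ex488/em500-530) from TGF-beta-stimulated HEPG2 CAGA-GFP cells, 500 pg/mL final, 18 h at 37 degrees C in DMEM plus 1% FBS, normalized to unstimulated and DMSO-stimulated controls.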
EPAC2 ag – EPAC2 (human) agonism; EPAC2 activation, biochemical qHTS; response scale: 100% = 6.5 mM cAMP response; Potency, µM (highest dose often 154 µM), without a hit: at the highest dose activation, usual class: activators; 0.079% of 360,000 active; AID 720711; further: potency means the concentration at half of the fitted maximal effect; nearly all actives have a fitted effect of over 50% in size
Target sequence (Q8WZA2 whole entry, looked up): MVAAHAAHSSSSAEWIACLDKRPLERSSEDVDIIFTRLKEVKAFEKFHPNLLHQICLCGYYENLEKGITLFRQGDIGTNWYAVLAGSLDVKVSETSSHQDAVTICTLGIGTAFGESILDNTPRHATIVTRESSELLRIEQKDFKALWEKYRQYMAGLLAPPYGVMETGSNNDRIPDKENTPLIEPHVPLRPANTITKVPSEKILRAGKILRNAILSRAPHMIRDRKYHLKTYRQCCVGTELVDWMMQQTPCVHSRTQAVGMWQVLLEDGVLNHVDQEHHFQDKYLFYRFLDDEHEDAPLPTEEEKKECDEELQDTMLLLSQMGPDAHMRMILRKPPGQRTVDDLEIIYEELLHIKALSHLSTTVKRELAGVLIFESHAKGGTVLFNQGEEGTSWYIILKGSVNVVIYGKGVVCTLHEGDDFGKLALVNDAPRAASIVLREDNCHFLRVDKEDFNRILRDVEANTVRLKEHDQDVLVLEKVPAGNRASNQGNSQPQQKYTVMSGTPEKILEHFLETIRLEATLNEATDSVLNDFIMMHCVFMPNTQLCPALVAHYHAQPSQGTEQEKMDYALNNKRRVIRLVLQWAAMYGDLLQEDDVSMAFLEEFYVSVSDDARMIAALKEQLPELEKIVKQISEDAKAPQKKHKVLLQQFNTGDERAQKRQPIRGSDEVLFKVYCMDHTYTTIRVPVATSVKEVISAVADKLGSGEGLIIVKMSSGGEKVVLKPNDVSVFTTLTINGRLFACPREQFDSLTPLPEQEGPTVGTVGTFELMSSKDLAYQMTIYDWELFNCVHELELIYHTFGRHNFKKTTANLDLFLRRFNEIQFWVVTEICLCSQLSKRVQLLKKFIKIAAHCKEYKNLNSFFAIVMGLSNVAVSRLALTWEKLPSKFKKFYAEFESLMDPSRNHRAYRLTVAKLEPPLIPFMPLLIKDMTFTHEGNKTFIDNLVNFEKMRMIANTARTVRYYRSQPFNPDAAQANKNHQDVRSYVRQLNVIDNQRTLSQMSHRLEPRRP
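Compounds were titrated in qHTS against a Rap1B-BODIPY-GDP (250 nM) complex with EPAC2 (100 nM) and GDP (50 uM). BODIPY-GDP release tracked at 480/540 nm over 30 min at room temperature, normalized to 6.5 mM cAMP.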
HepG2 tox – counter-screen for TGF-b inhibitors: cytotoxicity in HepG2 cells. HepG2 CAGA-GFP viability, ATP luminescence, 18 h. Potency, µM (highest dose often 46.1 µM), for inactives: top-dose activity change, negative = cytotoxicity, actives largely listed as cytotoxic. 0.76% of 410,000 active. AID 588856; further: potency means the concentration at half of the fitted maximal effect; some results filed as inactive show a strong effect at the top dose
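CellTiter-Glo luminescence gave cytotoxicity after 18 hours at 37 degrees C. The cells were HepG2 CAGA-GFP in 1% FBS DMEM, stimulated with 500 pg/mL TGF-beta after compound addition. %Activity was normalised to no-cell wells (complete cell-killing) and DMSO (no toxicity), and curves were fitted and classified.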
Nrf2 block – blocks Nrf2 signaling; A549 ARE-Fluc reporter, luciferase luminescence, 18-24 h; Potency, µM (top dose mostly 46 µM), without a hit: at the top dose activity change, negative = inhibition, most hits filed as inhibitors; 2.1% of 360,000 active; further: potency means the concentration at half of the fitted maximal effect; on the % scale 0 is the no-effect control and ±100 the full control effect; nearly all actives have a fitted effect of over 60% in size
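A549 ARE_Fluc cells, 5000/well, 5% FBS OPTI-MEM; compounds in dose-response, 18-24 h at 37 °C/5% CO2; CellTiter-Fluor viability read (Ex 405/Em 525), then BugLite luciferase luminescence = Nrf2 activity.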
ATXN viability – cell viability loss in ATXN counter-screen; Potency, µM (highest dose often 56.7 µM), hits mostly cytotoxic; S2 cells (HEK-293 line with an ATXN2-luciferase reporter) viability, CellTiter-Fluor protease fluorescence, 24 h; 0.49% of 400,000 active; further: potency means the concentration at half of the fitted maximal effect; nearly all actives have a fitted effect of over 40% in size
IL-2 act – activates IL-2 in a cell-based reporter assay; IL-2 activation reporter assay, cell-based qHTS; stimulated with anti-CD3/CD4/CD28 beads; in transgenic mouse T cells; activation, % (series mostly up to about 46 µM); 0.065% of 360,000 active; AID 652025; in the data active means activation above about 50%; inconclusive means mostly about 30% to 49%; further: 0% is about no effect
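Unstimulated transgenic mouse T cells, 750 per well, received compound and, after 60 minutes, anti-CD3/anti-CD4 bead plus anti-CD28 stimulation. EGFP and DsRed were quantified after 18 hours.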
Active calls of the source: *; [ ] = dose if it differs, or a comment. Unless noted, the call rests on the fitted dose curve; in most records, active means well fitted curve in the direction sought with a large enough effect; inconclusive means small, poorly fitted or top-dose-only effect, or another doubt; inactive means no such curve, though single readings can be large; an effect the other way counts as inactive or inconclusive.

For Cc1ccc(C)c(N(CC(=O)NCc2ccc3c(c2)OCO3)C(=O)CCC(=O)Nc2ccccn2)c1 the results were ATXN2 expr inh 0%, A549 viability -2%, Nrf2 ARE act 2.3%, TGFb inhibitor 6%, EPAC2 ag -4%, HepG2 tox 4%, ATXN viability inactive and IL-2 act -0.4.
For c1ccc(-c2nc(-c3cccs3)[nH]c2-c2ccccc2)cc1 the results were ATXN2 expr inh -10%, A549 viability -9%, Nrf2 ARE act 8.8%, TGFb inhibitor inconclusive, EPAC2 ag -10%, HepG2 tox -9%, Nrf2 block -25%, ATXN viability inconclusive and IL-2 act 1.2.
Screening C=CCNC(=S)Nc1cccc2ccccc12 returned ATXN2 expr inh -1%, A549 viability 1%, Nrf2 ARE act 0.5%, TGFb inhibitor -7%, EPAC2 ag 6%, HepG2 tox 3%, Nrf2 block 1%, ATXN viability inactive and IL-2 act 0.0.
O=C(NCc1cccnc1)C(=O)NCC(c1cccnc1)N1CCN(c2ccccc2)CC1 (stereo not given) was read as ATXN2 expr inh 7%, A549 viability 1%, Nrf2 ARE act 2.8%, TGFb inhibitor -1%, HepG2 tox 2%, Nrf2 block 3% and ATXN viability inactive.
`CCN(C(=O)COC(=O)c1ccc(SC)cc1OC)C1CCS(=O)(=O)C1` (stereo not given) gave ATXN2 expr inh 2%, A549 viability -2%, Nrf2 ARE act 0.4%, TGFb inhibitor -16%, EPAC2 ag 4%, HepG2 tox 5%, Nrf2 block 15%, ATXN viability inconclusive and IL-2 act -0.4.
Screening Cc1ccc(S(=O)(=O)N2CCN(C(=O)COC(=O)/C=C/c3ccccc3)CC2)c(C)c1 returned ATXN2 expr inh -28%, A549 viability 3%, Nrf2 ARE act 0.2%, TGFb inhibitor -16%, EPAC2 ag 3%, HepG2 tox -12%, Nrf2 block 1%, ATXN viability inactive and IL-2 act -0.4.
Screening COc1ccc(-n2nc3ccc(NC(=O)c4ccc(C#N)cc4F)cc3n2)cc1Cl returned ATXN2 expr inh 6%, A549 viability -4%, Nrf2 ARE act 0.0%, TGFb inhibitor 7%, HepG2 tox 20%, Nrf2 block 1% and ATXN viability inactive.
COC(=O)C1CCN(C(=O)COC(=O)c2oc3ccc(OC)cc3c2C)CC1 was read as ATXN2 expr inh -14%, A549 viability 1%, Nrf2 ARE act -0.3%, TGFb inhibitor 8%, EPAC2 ag 6%, HepG2 tox 1%, Nrf2 block -6% and IL-2 act -0.8.
Screening O=C(Nc1ccc(C(F)(F)F)cc1)c1ccccc1Br returned ATXN2 expr inh 21%, A549 viability 3%, Nrf2 ARE act inconclusive, TGFb inhibitor 0%, EPAC2 ag -13%, HepG2 tox -6%, Nrf2 block 2%, ATXN viability inactive and IL-2 act -1.7.
Screening CC1CCCN(S(=O)(=O)c2cccc(-c3cn4cccnc4n3)c2)C1 (stereo not given) returned ATXN2 expr inh -7%, A549 viability -5%, Nrf2 ARE act 0.3%, TGFb inhibitor -11%, EPAC2 ag -1%, HepG2 tox 12%, Nrf2 block -5%, ATXN viability inconclusive and IL-2 act 4.1.
For Cc1cnc(C(=O)OCC(=O)Nc2c(Cl)cc(Cl)cc2Cl)cn1 the results were ATXN2 expr inh -3%, A549 viability 3%, Nrf2 ARE act -1.6%, TGFb inhibitor 18%, EPAC2 ag 3%, HepG2 tox 3%, Nrf2 block -11%, ATXN viability inconclusive and IL-2 act 0.8.
COCC(=O)Nc1ccc2c(c1)[C@@H]1C[C@H](CC(=O)NCc3cccc(F)c3)O[C@@H](CO)[C@@H]1O2 was read as ATXN2 expr inh 2%, Nrf2 ARE act -0.9%, TGFb inhibitor 40%, EPAC2 ag 4%, HepG2 tox -3%, ATXN viability inactive and IL-2 act -0.8.
C/C(=N\N=C\c1cccc(F)c1)c1nnn(-c2nonc2N)c1C was read as ATXN2 expr inh -22%, A549 viability 7%, Nrf2 ARE act 6.4%, TGFb inhibitor 8%, EPAC2 ag 2%, HepG2 tox 9%, Nrf2 block 1%, ATXN viability inactive and IL-2 act 0.9.
`Cc1ccc(/C=C/C(=O)N2CCN(S(=O)(=O)c3ccc(C)c(C)c3)CC2)o1` gave ATXN2 expr inh -19%, A549 viability 15%, Nrf2 ARE act 2.6%[9.22 µM], TGFb inhibitor 10µM*, EPAC2 ag 6%, HepG2 tox -21%, Nrf2 block 0%, ATXN viability inactive and IL-2 act 0.1.
`OCCN1CN=C(Nc2nc3ccccc3s2)NC1` gave ATXN2 expr inh 12%, A549 viability -3%, Nrf2 ARE act 0.0%, TGFb inhibitor 3%, EPAC2 ag 3%, HepG2 tox 0%, Nrf2 block 16%, ATXN viability inactive and IL-2 act -0.4.

Brought forward from above: 2 compounds; new compounds follow.
`Cc1ccc(/C=C/C(=O)N2CCN(S(=O)(=O)c3ccc(C)c(C)c3)CC2)o1` gave ATXN2 expr inh -19%, A549 viability 15%, Nrf2 ARE act 2.6%[9.22 µM], TGFb inhibitor 10µM*, EPAC2 ag 6%, HepG2 tox -21%, Nrf2 block 0%, ATXN viability inactive and IL-2 act 0.1.
`OCCN1CN=C(Nc2nc3ccccc3s2)NC1` gave ATXN2 expr inh 12%, A549 viability -3%, Nrf2 ARE act 0.0%, TGFb inhibitor 3%, EPAC2 ag 3%, HepG2 tox 0%, Nrf2 block 16%, ATXN viability inactive and IL-2 act -0.4.
For COc1ccc(C2C(C(=O)c3ccc(C)o3)=C(O)C(=O)N2Cc2cccnc2)cc1 (stereo not given) the results were ATXN2 expr inh -12%, A549 viability 3%, Nrf2 ARE act 0.0%, TGFb inhibitor -17%, EPAC2 ag 3%, HepG2 tox -22%, Nrf2 block 3%, ATXN viability inactive and IL-2 act 2.3.
Screening CC1CCCC(NC(=O)CSc2nnc(-c3cccnc3)n2N)C1C (stereo not given) returned ATXN2 expr inh -1%, A549 viability 2%, Nrf2 ARE act 0.5%, TGFb inhibitor 34%[activator], EPAC2 ag -11%, HepG2 tox -29%, Nrf2 block 0%, ATXN viability inactive and IL-2 act 0.3.
`COc1ccc(NS(=O)(=O)c2cc(NC(=O)C3CC3)ccc2N2CCCCC2)cc1` gave ATXN2 expr inh inconclusive, A549 viability -15%, Nrf2 ARE act 0.5%, TGFb inhibitor inconclusive, EPAC2 ag 8%, HepG2 tox -18%, Nrf2 block 16µM*, ATXN viability inconclusive and IL-2 act 0.6.
COc1ccc(CCNc2c(C=O)c(=O)[nH]c3ccccc23)cc1OC was read as A549 viability 15%, Nrf2 ARE act -0.5%, TGFb inhibitor -7%, EPAC2 ag 2%, HepG2 tox -5%, Nrf2 block 8%, ATXN viability inactive and IL-2 act -0.6.
For COc1ccc(Br)c(C(=O)Nc2cc3c(cc2N2CCCC2)n(C)c(=O)c(=O)n3C)c1 the results were ATXN2 expr inh -2%, A549 viability inconclusive, Nrf2 ARE act 1.4%, TGFb inhibitor -12%, HepG2 tox -37%, Nrf2 block inconclusive and ATXN viability inconclusive.
Cc1ccc(-c2noc(C3CCCN(C(=O)c4c(F)cccc4F)C3)n2)cc1 (stereo not given) was read as ATXN2 expr inh 4%, A549 viability -3%, Nrf2 ARE act -0.8%, TGFb inhibitor -28%, EPAC2 ag 12%, HepG2 tox -1%, Nrf2 block inconclusive, ATXN viability inactive and IL-2 act 0.8.
CON(C)c1nc(OCCNC(=O)COc2ccc(Cl)cc2C)nc(N(C)C)n1 was read as ATXN2 expr inh -11%, A549 viability 1%, Nrf2 ARE act -1.0%, TGFb inhibitor -2%, EPAC2 ag 2%, HepG2 tox -17%, Nrf2 block -24%, ATXN viability inactive and IL-2 act -1.6.
`COc1ccc([C@@H](OC)[C@@]2(Cc3ccc(O)cc3)N=C(N)N(C)C2=O)cc1` gave ATXN2 expr inh 0%, A549 viability -4%, Nrf2 ARE act -0.1%, TGFb inhibitor 5%, EPAC2 ag 16%, HepG2 tox 2%, Nrf2 block -8%, ATXN viability inactive and IL-2 act -0.8.
`Cc1cccc(C)c1NC(=O)CNC(=O)c1ccc2nc[nH]c2c1` gave ATXN2 expr inh 4%, A549 viability 1%, Nrf2 ARE act -0.2%, TGFb inhibitor 11%, EPAC2 ag 6%, HepG2 tox 11%, Nrf2 block 2%, ATXN viability inactive and IL-2 act 5.9.
`CC(C)CNC(=S)Nc1ccccc1F` gave ATXN2 expr inh 3%, A549 viability 4%, Nrf2 ARE act -0.2%, TGFb inhibitor -3%, EPAC2 ag 3%, HepG2 tox -10%, Nrf2 block inconclusive, ATXN viability inactive and IL-2 act -0.9.
Screening COc1ccc(NC(=O)/C=C2\SC(=O)NC2=O)cc1 returned ATXN2 expr inh 30%, A549 viability -9%, Nrf2 ARE act 15%, TGFb inhibitor -6%, EPAC2 ag 10%, HepG2 tox -21%, Nrf2 block -12%, ATXN viability inactive and IL-2 act 0.0.
`Cc1cccc(C)c1NC(=O)C(C)Sc1n[nH]c(-c2ccncc2)n1` (stereo not given) gave ATXN2 expr inh 14%, A549 viability 1%, Nrf2 ARE act 0.1%, TGFb inhibitor -1%, EPAC2 ag 19%, HepG2 tox 0%, Nrf2 block -2%, ATXN viability inactive and IL-2 act -3.0.
For COc1ccc([C@@H]2CC=C(C(=O)O)[C@H](c3cccc(Cl)c3)N2S(=O)(=O)c2ccccc2C)cc1 the results were ATXN2 expr inh 4%, A549 viability -17%, Nrf2 ARE act 0.8%, TGFb inhibitor -24%, EPAC2 ag -2%, HepG2 tox -16%, Nrf2 block inconclusive, ATXN viability inactive and IL-2 act 0.1.
Screening O=C(Cn1cc2c(n1)CCCC2)N1CCOCC1 returned ATXN2 expr inh 3%, A549 viability -7%, Nrf2 ARE act -0.5%, TGFb inhibitor 4%, EPAC2 ag 4%, HepG2 tox 9%, Nrf2 block 0%, ATXN viability inactive and IL-2 act 2.8.
